Bioassay records deposited in PubChem by National Center for Advancing Translational Sciences (NCATS).
ERG Ets-DNA blk – qHTS for Small Molecule Inhibitors of the ERG Ets/DNA interaction | Transcriptional regulator ERG (Homo sapiens), P11308 | fluorescence polarization, His-ERG Ets domain / labelled DNA | Potency, µM (top dose mostly 76.9 µM), without a hit: at the top dose FP activity, negative = inhibition, actives largely listed as inhibitors | 370,000 compounds, 0.028% hits | AID 624246, 2012; active = well fitted inhibition curve with a large enough effect in the polarisation, with a control signal flat; inconclusive = small, poorly fitted or top-dose-only effect, or effect the other way, or a change in a side signal; inactive = no such curve, though single readings can be large or run the other way; the % refers to the polarisation;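 also: polarization taken with two DNA probes labelled with fluorescein and Texas red; potency is read from the fitted curve at half-maximal effect; % of control where 0% means no effect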
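His-tagged ERG Ets domain (1 uM in the protein solution; 300mM KCl, 50mM Tris-HCl, 1mM EDTA, 1mM DTT, pH 7.5) received compound, then a probe mix of 5 nM fluorescein-DNA and 100nM Texas-615-DNA. Fluorescence polarization was read for both dyes.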
PI4K2A block – qHTS for small molecular inhibitors of PI4K2A; purified PI4K2A, ADP-Glo luminescence, 1 h; active compounds read low; activity change, negative = inhibition, % at 76.9 µM; 420,000 compounds, 0.13% hits; in the data active = activity change below about -50%; inconclusive = mostly about -30% to -49%;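 also: -100% = wells without enzyme as full effect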
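ADP-Glo luminescence measured ADP generated by PI4K2A enzyme (4 ug/mL before mixing) with 1.2 mM PI substrate (pre-mix) and 300 microM ATP (pre-mix). Tris pH7.5 buffer with MgCl2, Triton X-100; 1 h reaction at ambient temperature.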
G9a inh – qHTS Assay for Inhibitors of Histone Lysine Methyltransferase G9a | Histone-lysine N-methyltransferase EHMT2 (Homo sapiens), Q96KQ7 | G9a H3K9 monomethylation, AlphaScreen, 2 h | Potency, µM (doses to about 102 µM), without a hit: at the top dose activity, negative = inhibition, hits mostly inhibitors | 350,000 compounds, 8.8% hits | AID 504332, 2011; also: potency is read from the fitted curve at half-maximal effect; % is scaled to controls: 0 for no effect and ±100 for the full control effect; nearly all actives have a fitted effect of over 75% in size
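Quantitative HTS format: methyltransferase activity on a biotin-tagged H3K9 peptide is measured by AlphaScreen, using a rabbit anti-monomethyl-H3K9 antibody with streptavidin donor and anti-IgG acceptor beads. Final levels are 20 nM enzyme, 500 nM peptide, 20 uM SAM; 2 h RT.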
PGK inhibitor – qHTS Assay to Find Inhibitors of Phosphoglycerate Kinase | PGK/GAPDH coupled, Kinase-Glo luminescence, 60 min | Potency, µM (series often up to 57.5 µM), for the others: at the highest dose activity change, negative = inhibition, usual class: inhibitors | AID 602233, 2012 | 380,000 compounds, 0.043% hits | Phosphoglycerate kinase, glycosomal (Trypanosoma brucei brucei), P07378; also: potency is read from the fitted curve at half-maximal effect; % is scaled to controls: 0 for no effect and ±100 for the full control effect; nearly all actives have a fitted effect of over 60% in size
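Luminescent ATP detection (Kinase-Glo Plus) follows a 60-minute room-temperature incubation, with wells lacking PGK as controls. Buffer: 100 mM TEA (pH 7.6), 5 mM MgCl2, 0.01% Tween-20. Coupling enzyme GAPDH (100 nM final) supplies unstable 1,3-BPG in-well.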
BAZ2B inh – qHTS Assay for Inhibitors of BAZ2B. AlphaScreen BAZ2B-H3K14Ac peptide displacement. 360,000 compounds, 4.4% hits. Bromodomain adjacent to zinc finger domain protein 2B (Homo sapiens), Q9UIF8. Potency, µM (doses to about 114 µM), inactives show at the top dose activity change, negative = inhibition, actives largely listed as inhibitors; also: potency is read from the fitted curve at half-maximal effect; % is scaled to controls: 0 for no effect and ±100 for the full control effect; nearly all actives have a fitted effect of over 60% in size
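Inhibition is scored as reduced AlphaScreen emission. The BAZ2B/b-H3(5-23)K14Ac complex (50 nM each) in PBS pH 7.4, 0.01% Tween-20 meets compound (up to 110 uM) for 30 min at RT before bead addition.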
Pin1 inhibitor – qHTS Assay to Find Inhibitors of Pin1 | Peptidyl-prolyl cis-trans isomerase NIMA-interacting 1 (Homo sapiens), Q13526 | Pin1 FP peptide displacement, HiFluor488, 10 min | Potency, µM (top dose mostly 115 µM), for inactives: at the top dose activity, negative = inhibition, most hits filed as inhibitors | 390,000 compounds, 0.009% hits | AID 504891, 2011; active = well fitted inhibition curve with a large enough effect in the polarisation, with a control signal flat, not every such curve was filed as active; inconclusive = small, poorly fitted or top-dose-only effect, or effect the other way, or a change in a side signal; inactive = no such curve, though single readings can be large or run the other way; the % refers to the polarisation; also: potency is read from the fitted curve at half-maximal effect; % is scaled to controls: 0 for no effect and ±100 for the full control effect
GLS inh – qHTS for Inhibitors of Glutaminase (GLS) | Glutaminase kidney isoform, mitochondrial (Homo sapiens), O94925 | AID 624170, 2012 | 410,000 compounds, 0.21% hits | GLS enzymatic activity, qHTS titration | Potency, µM (titrated, usually from 45.5 µM), inactives show at the top dose activity change, negative = inhibition, actives largely listed as inhibitors; also: potency is read from the fitted curve at half-maximal effect; % is scaled to controls: 0 for no effect and ±100 for the full control effect
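Assay buffer: 45 mM KH2PO4 pH 8.2, 0.02% Tween-20. hKGA acts on L-glutamine (1 mM solution added); product glutamate is reported by an oxidase/peroxidase Amplex Red coupling, with fluorescence taken at baseline and 30 min.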
HP1b binding inh – HTS for Inhibitors of HP1-beta Chromodomain Interactions with Methylated Histone Tails. 390,000 compounds, 0.56% hits. Chromobox protein homolog 1 (Homo sapiens), P83916. Potency, µM (top dose mostly 114 µM), for inactives: at the top dose activity change, negative = inhibition, most hits filed as inhibitors. AlphaScreen HP1-beta / biotin-H3K9me3 peptide binding. AID 540317, 2011; also: potency is read from the fitted curve at half-maximal effect; nearly all actives have a fitted effect of over 70% in size; inactives centre near 23
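AlphaScreen: HP1-beta (50 nM) preformed 30 min with biotin-H3(1-18)K9me3 peptide (50 nM) in PBS pH 7.4, 0.01% Tween-20. Compound added for 30 min at RT, then streptavidin donor/nickel chelate acceptor beads (10 ug/mL) for 30 min.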
JMJD2A Tudor – qHTS Assay for Inhibitors of JMJD2A-Tudor Domain | AID 504339, 2011 | AlphaScreen JMJD2A-Tudor / H3K4me3 peptide binding | Lysine-specific demethylase 4A (Homo sapiens), O75164 | 390,000 compounds, 4.4% hits | Potency, µM (series often up to 114 µM), for the others: at the highest dose activity change, negative = inhibition, usual class: inhibitors; also: potency is read from the fitted curve at half-maximal effect; % is scaled to controls: 0 for no effect and ±100 for the full control effect; nearly all actives have a fitted effect of over 50% in size
Target sequence (O75164 whole entry, looked up, the tested form may be a part): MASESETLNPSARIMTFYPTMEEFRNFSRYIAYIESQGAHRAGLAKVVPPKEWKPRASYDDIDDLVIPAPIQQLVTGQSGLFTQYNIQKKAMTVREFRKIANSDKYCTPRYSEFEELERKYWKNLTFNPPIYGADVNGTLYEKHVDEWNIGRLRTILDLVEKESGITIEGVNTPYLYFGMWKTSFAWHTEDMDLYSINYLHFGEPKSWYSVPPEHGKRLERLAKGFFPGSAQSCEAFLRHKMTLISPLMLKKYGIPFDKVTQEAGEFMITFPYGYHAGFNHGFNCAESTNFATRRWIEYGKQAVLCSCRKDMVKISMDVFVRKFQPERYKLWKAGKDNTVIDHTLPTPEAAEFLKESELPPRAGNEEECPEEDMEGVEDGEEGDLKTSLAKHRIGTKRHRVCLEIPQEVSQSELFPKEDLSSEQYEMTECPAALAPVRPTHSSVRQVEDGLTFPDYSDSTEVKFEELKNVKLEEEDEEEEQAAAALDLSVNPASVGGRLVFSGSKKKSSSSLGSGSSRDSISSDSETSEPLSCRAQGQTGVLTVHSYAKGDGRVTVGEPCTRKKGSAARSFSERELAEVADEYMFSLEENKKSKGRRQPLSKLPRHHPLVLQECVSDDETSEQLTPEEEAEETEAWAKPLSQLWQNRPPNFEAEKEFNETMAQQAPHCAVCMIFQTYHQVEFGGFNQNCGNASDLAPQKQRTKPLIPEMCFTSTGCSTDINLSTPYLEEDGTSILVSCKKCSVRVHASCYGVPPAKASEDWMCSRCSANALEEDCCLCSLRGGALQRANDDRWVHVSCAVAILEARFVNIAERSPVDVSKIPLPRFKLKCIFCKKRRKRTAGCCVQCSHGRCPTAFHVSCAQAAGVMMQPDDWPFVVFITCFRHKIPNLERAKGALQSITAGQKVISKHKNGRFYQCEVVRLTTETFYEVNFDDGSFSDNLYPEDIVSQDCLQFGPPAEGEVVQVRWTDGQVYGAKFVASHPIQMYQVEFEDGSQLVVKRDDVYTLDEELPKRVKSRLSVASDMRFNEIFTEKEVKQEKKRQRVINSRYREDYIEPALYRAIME
The depositor's hits bear a star; i = inactive; ? = inconclusive; / = not tested or not shown; & = joins results of further samples; [ ] = remark or other dose. Unless noted, calls follow the shape of the dose curve; as a rule, active = well fitted curve in the direction sought with a large enough effect; inconclusive = small, poorly fitted or top-dose-only effect, or another doubt; inactive = no such curve, though single readings can be large; an effect the other way counts as inactive or inconclusive.

SMILES | ERG Ets-DNA blk | PI4K2A block | G9a inh | PGK inhibitor | BAZ2B inh | Pin1 inhibitor | GLS inh | HP1b binding inh | JMJD2A Tudor
Cc1cc(N2CCCC2)ccc1/C=C1/C(=O)N(C)C(=S)N1C | 21% | -3 | 2.5µM* | -9% | 1.6µM* | ? | -6% | ? | ?
CCc1cc(=O)[nH]c(SCc2nc(-c3ccccc3C)no2)n1 | -4% | -4 | 14%[59 µM] | -1% | 1% | 1% | 7% | 23%[57 µM] | -1%
Cc1ccc(-c2ccc(C)c(N)c2C)c(C)c1N | -9% | 0 | ? | -6% | -39% | -1% | 15% | 28% | -32%
O=C(Nc1cccs1)Nc1ccc(F)cc1F | 1%&3% | 1&0 | -29%&25%[59 µM] | -1%&0% | -20%&3% | 0%&-5% | ? | 4%&18% | -20%&-16%
Cc1ccc2[nH]c(=O)cc(C(=O)OCC(=O)c3ccccc3)c2c1 | -1% | 3 | 13%[59 µM] | i | 2% | ? | 1% | 23% | -23%
C(=N\Nc1nncn1/N=C/c1ccco1)/c1ccco1 | 7% | -1 | 36%[activator] | -10% | 14% | -3% | 19% | 35% | -19%
O=C(COC(=O)c1ccc(F)cc1)Nc1ccccc1N1CCOCC1 | 7% | 1 | 8%[59 µM] | -10% | 4% | 3% | -3% | -9% | -15%[11.4 µM]
CCn1c(SCC(=O)c2ccc(C)cc2)nnc1-c1ccncc1 | 2% | -4 | -16% | -6% | 18% | -12% | 2% | 21% | -11%
Cc1ccc2cc(C#N)c(SCC(=O)N3CCCc4ccccc43)nc2c1C | / | -2 | 8%[12.7 µM] | i | 0% | -1% | 15% | 10% | -10%
Cc1ccc(C2=NN3C(C2)c2ccccc2OC32C(=O)Nc3ccccc32)cc1 (stereo unspecified) | 4% | -5 | ? | 2% | ? | 20% | 14% | 4% | ?
CCOc1ccc2nc(NC(=O)CCn3cccc3)sc2c1 | -5% | -3 | ? | -10% | 1% | 10% | 1% | 14% | -30%
CCc1ccc(NC(=O)CCS(=O)(=O)c2ccc(Br)cc2)cc1 | -2% | 1 | ? | -16% | -31% | -4% | 7% | 9% | -24%
C/C(=N\NC(=O)c1ccc(NS(=O)(=O)c2cccs2)cc1)c1ccc2c(c1)OCO2 | 14% | -2 | -3% | -22% | ? | 2% | 127%[activator] | 25% | 0%
Cc1ccccc1CCNCc1c(C(=O)O)c(C)n(Cc2c(F)cccc2Cl)c1C | -1% | -2 | -5%[59 µM] | i | -16% | 0% | 5% | 13% | -21%
COCCn1c(SCC(=O)c2ccc3c(c2)OCCO3)nnc1-c1ccco1 | -3% | -3 | -27%[12.7 µM] | 11% | 4% | 8% | 14% | -12% | -8%[57.1 µM]
COc1cccc(-c2ocnc2C(=O)Nc2ccc3c(c2)CCC3)c1 | -4% | -21 | 7% | 1% | 21% | 0% | 4% | 29% | 21%
COc1ccc(NC(=O)CN2C(=O)NC3(CCCCC3C)C2=O)cc1OC (stereo unspecified) | / | -2 | -11%[12.7 µM] | -1% | -4% | -6% | 3% | 30% | -3%
CSc1nc(-c2ccccc2)cn1-c1ccc(NC(C)=O)cc1 | 0% | 1 | -45% | i | ? | ? | -4% | 3% | -29%
O=C(Cc1ccc(NC(=O)C2CCCN(C(=O)C3CC3)C2)cc1)Nc1cccc(C(=O)N2CCCCC2)c1 (stereo unspecified) | -3% | 0 | / | -6% | / | 10% | -2% | 53%[activator] | -14%
CCCCNC(=O)c1onc(CSc2ccc(F)cc2)c1C(=O)NCCCC | 5% | -1 | -8%[12.7 µM] | -9% | 54%[activator] | -6% | 13% | 103%[activator] | 27%
CCOC(=O)N1CCc2c(sc3[nH]c(=S)[nH]c(=S)c23)C1 | 0% | 3 | -43% | 11% | -25% | -1% | ? | 7% | -28%
CCN(C[C@H]1N[C@@](Cc2ccccc2)(C(=O)OC)[C@H]2C(=O)N(Cc3ccccc3)C(=O)[C@@H]12)C(=O)c1ccc(F)cc1 | -5% | -3 | / | 8% | / | -1% | 7% | 26% | -29%
Cc1ccc(CC2S/C(=C(/C#N)C(=O)NCc3ccco3)N(c3ccccc3)C2=O)cc1 (stereo unspecified) | / | 1 | -7% | / | 1% | ? | -9% | 34%[activator] | -4%
COc1ccccc1N1CCN(CC(=O)Nc2nc(C)c(C(=O)N(C)C)s2)CC1 | 4% | -5 | 10% | -2% | 2% | -5% | 15% | 25% | -2%
COC(=O)C1CCN(CC(=O)Nc2ccc3c(c2)OCCO3)CC1 | 1% | 6 | / | 6% | / | 10% | -5% | 11%[57 µM] | -3%
O=C(Nc1ccc2nc(-c3ccc(Br)o3)[nH]c2c1)c1cccs1 | 7% | 5 | / | -6% | ? | 2% | -5% | -26% | ?
COc1ccc(F)cc1S(=O)(=O)NC1CCCCCC1 | -23% | 0 | 8%[59 µM] | -9% | 2% | -8% | 12% | 24% | -12%
COc1ccccc1CC(=O)Nc1ccc2c(c1)C(=O)NC2=O | 3% | -3 | 13%[59 µM] | i | -13% | 29% | -9% | 34% | -6%
O=S(=O)(c1ccc2nc(Nc3ccccc3)ccc2c1)N1CCCCC1 | 3% | -15 | / | -9% | 40µM* | 1% | 0% | 24% | 28µM*
CCc1ccc(NC(=O)CCS(=O)(=O)c2ccc3c(c2)oc(=O)n3C)cc1 | -7% | -1 | -6%[59 µM] | -1% | 7%[57.1 µM] | 1% | 12% | 14% | -8%
Cc1onc(-c2ccccc2)c1C(=O)N1CCN(C(=O)c2ccco2)CC1 | / | 3 | -3%[59 µM] | / | -6% | -15% | -10% | 15% | -7%
COc1ccc(Cn2c(SC)nc3ccccc32)cc1[N+](=O)[O-] | 3% | -5 | 12% | 2% | -6% | 3% | -4% | 16% | -17%
CS(=O)(=O)N(CC(=O)N1CCCC1)c1ccc(Cl)cc1 | -5% | 1 | -5% | 6% | 1% | 3% | -2% | 23% | -8%
COc1ccc(N2CCN(CCNC(=O)Nc3ccc([N+](=O)[O-])cc3OC)CC2)cc1 | -7% | -4 | 45µM* | i | ? | -2% | 3% | ? | 50µM*
CCOc1c(Br)cc(C2CC(=O)Nc3cc(OC)c(OC)cc32)cc1OC (stereo unspecified) | 7% | 0 | 4% | 6% | ? | 3% | 14% | 1% | -30%
O=C(Cc1cccs1)NCc1ccncc1 | / | 3 | -9%[59 µM] | -8% | -3% | -3% | 5% | 17% | -2%
COCCCNC(=S)Nc1ccc2nc3n(c(=O)c2c1)CCCCC3 | 6% | 1 | -6% | -3% | -11% | -13% | -8% | 30% | -20%
COc1ccc(Cl)cc1NC(=O)N1CCC(C)CC1 | -9% | 7 | / | 4% | -3% | 2% | 4% | 32% | 18%
CCCn1c(=O)c2ccccc2n2c(SCCOc3ccccc3)nnc12 | / | -2 | 2%[59 µM] | -3% | 1% | -2% | 6% | 33% | 3%
Cc1ccccc1C(=O)Nc1ccccc1-c1nc(-c2ccccc2)no1 | 0% | 1 | 1%[59 µM] | 16% | ? | ? | -5% | 15% | -3%

In the list so far, these contain a nitro group on carbon:
SMILES | ERG Ets-DNA blk | PI4K2A block | G9a inh | PGK inhibitor | BAZ2B inh | Pin1 inhibitor | GLS inh | HP1b binding inh | JMJD2A Tudor
COc1ccc(Cn2c(SC)nc3ccccc32)cc1[N+](=O)[O-] | 3% | -5 | 12% | 2% | -6% | 3% | -4% | 16% | -17%
COc1ccc(N2CCN(CCNC(=O)Nc3ccc([N+](=O)[O-])cc3OC)CC2)cc1 | -7% | -4 | 45µM* | i | ? | -2% | 3% | ? | 50µM*

The list goes on.
SMILES | ERG Ets-DNA blk | PI4K2A block | G9a inh | PGK inhibitor | BAZ2B inh | Pin1 inhibitor | GLS inh | HP1b binding inh | JMJD2A Tudor
O=c1c(C/C=C/c2ccccc2)c(O)ccn1CCc1c[nH]c2ccccc12 | -1% | -3 | ? | -15% | ? | 25% | -11% | -3% | ?
O=C(O)C1=CC[C@@H](c2ccc(Cl)cc2)N(S(=O)(=O)c2ccc(Cl)cc2)[C@H]1c1ccc(Br)cc1 | 1% | 1 | / | -1% | / | / | 4% | 1% | -26%
COc1ccc(NC(=O)[C@H](C)NC(=O)C2CCN(S(=O)(=O)c3ccc(C)cc3)CC2)cc1OC | 0% | -14 | 13% | 6% | -17% | -3% | 6% | 29% | -13%
CC(=O)c1ccc(Sc2ccccc2)cc1 | -10% | 1 | 10%[59 µM] | -6% | 105%[activator] | -3% | 12% | 82%[activator] | 73%[activator]

Hits appear at their usual frequency. About 11% of those tested had a hit in this group.
